# From PubChem
# uPA surface inh – qHTS for Inhibitors of Cell Surface uPA Generation | cell surface uPA generation assay, qHTS | Potency, µM (doses to about 38.3 µM), inactives show at the highest dose activity change, negative = inhibition, actives largely listed as inhibitors | AID 540303, 2011 | 330,000 tested, 0.31% active; active = well fitted inhibition curve with a large enough effect; inconclusive = small, poorly fitted or top-dose-only effect; inactive = no such curve, though single readings can be large or run the other way; tested in mouse RAW 264.7 cells; note: potency is the fitted concentration of half-maximal effect; % is set by controls: 0 for no effect and ±100 for the full control effect; nearly all actives have a fitted effect of over 55% in size
# KCNH2 3.1 block – qHTS for Inhibitors of KCHN2 3.1: Mutant qHTS; 340,000 tested, 0.95% active; U2OS KCNH2 3.1, thallium flux FluxOr; active compounds read low; activity change, % (tested at about 1.8 µM); AID 720553, 2013;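 active = maximum activity change below -70%; inconclusive = maximum activity change from -70% to -50%; inactive = maximum activity change above -50%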;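 note: thallium influx rate constant from kinetic fluorescence after stimulation buffer; % is set by controls: 0 for no effect and ±100 for the full control effect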
#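 Measured as rate of thallium-driven FluxOr signal in transduced U2OS cells carrying the 3.1 channel, read kinetically for 2 min upon stimulation; values are rate constants scaled to DMSO control wells.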
# Tb PFK block – qHTS Assay to Find Inhibitors of T. brucei phosphofructokinase; ATP-dependent 6-phosphofructokinase (Trypanosoma brucei brucei), O15648; T. brucei PFK, ADP-Glo luminescence; Potency, µM (doses to about 57.5 µM), without a hit: top-dose activity, negative = inhibition, most hits filed as inhibitors; 330,000 tested, 0.17% active;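 note: potency is the fitted concentration of half-maximal effect; 0% = uninhibited 1x PFK enzyme wells and -100% = no-enzyme wells; nearly all actives have a fitted effect of over 60% in size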
#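 In TEA buffer at pH 8.0 with 5 mM MgCl2, enzyme (1.25 nM) converted F6P (0.5 mM) and ATP (0.1 mM) for 45 min at room temperature. ADP product was read by luciferase luminescence.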
# RORgamma inh – qHTS for inhibitors of ROR gamma transcriptional activity; Nuclear receptor ROR-gamma (Mus musculus), P51450; Drosophila S2 Gal4-RORgamma UAS-luciferase reporter, 20 h; Potency, µM (titrated, usually from 53.6 µM), without a hit: at the top dose activity change, negative = inhibition, usual class: inhibitors; 310,000 tested, 5.4% active; AID 2551, 2010; note: potency is the fitted concentration of half-maximal effect; % is set by controls: 0 for no effect and ±100 for the full control effect; nearly all actives have a fitted effect of over 60% in size
# Target sequence (P51450 whole entry, looked up, the tested form may be a part): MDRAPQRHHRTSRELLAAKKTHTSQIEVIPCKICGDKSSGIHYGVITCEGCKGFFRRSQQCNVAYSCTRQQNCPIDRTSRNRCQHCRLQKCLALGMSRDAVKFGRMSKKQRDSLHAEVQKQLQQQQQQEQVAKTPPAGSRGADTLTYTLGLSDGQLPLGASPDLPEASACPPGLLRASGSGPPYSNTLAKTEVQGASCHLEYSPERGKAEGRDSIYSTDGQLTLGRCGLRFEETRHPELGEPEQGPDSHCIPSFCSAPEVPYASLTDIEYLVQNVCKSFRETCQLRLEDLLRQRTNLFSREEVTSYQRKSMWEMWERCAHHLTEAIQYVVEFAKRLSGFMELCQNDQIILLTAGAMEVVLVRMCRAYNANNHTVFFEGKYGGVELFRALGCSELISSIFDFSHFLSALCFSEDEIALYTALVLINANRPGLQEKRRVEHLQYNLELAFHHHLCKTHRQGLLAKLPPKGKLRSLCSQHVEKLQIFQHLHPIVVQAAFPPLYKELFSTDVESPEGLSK
#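 Schneider cells (Drosophila), stable Gal4 DBD–ROR gamma + UAS-luc; 1 hr cmpd preincubation; Cu2+ induction 700 uM final; 20 hr ambient; luminescence.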
# Giardia kill – Small Molecules that selectively kill Giardia lamblia: qHTS | 340,000 tested, 0.15% active | AID 540267, 2011 | activity change, % at 7.66 µM, hits read low | Giardia lamblia trophozoite viability; in the data active = activity change below about -80%; inconclusive = between about -30% and that limit;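 note: parasites exposed to compound for two days anaerobically before the ATP read; % is set by controls: 0 for no effect and ±100 for the full control effect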
#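 Luminescence from cellular ATP indicates surviving trophozoites (100 cells/well) following 48 hrs anaerobic compound treatment at 37 deg C; signal develops 15-30 min at room temperature.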
# Coupling enz – qHTS Assay for Inhibitors of Fructose-1,6-bisphosphate Aldolase from Giardia Lamblia: Coupling assay counterscreen. coupling enzyme system counterscreen, AmpLite Red fluorescence. activity change, negative = inhibition, % at 58.2 µM, hits read low. 290,000 tested, 0.67% active; in the data active = activity change below about -30%; note: % is set by controls: 0 for no effect and ±100 for the full control effect
#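 First, compound is pin-transferred into glyceraldehyde-3-phosphate coupling-enzyme reagent at 57.5 uM final and held 10 min at RT. Next, substrate, coupling system and AmpLite Red are added. After 20 min RT, fluorescence (525/598 nm) is read.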
# FLuc counter – qHTS profiling assay for firefly luciferase inhibitor/activator using purifed enzyme and Km concentrations of substrates (counterscreen for miR-21 project). AID 588342, 2011. 360,000 tested, 6.9% active. purified FLuc, Km substrates, luminescence inhibition. Potency, µM (titrated, usually from 57.5 µM), without a hit: at the top dose activity change, negative = inhibition, usual class: inhibitors;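 note: potency is the fitted concentration of half-maximal effect; plate controls were vehicle for no effect and reference inhibitor for full effect; nearly all actives have a fitted effect of over 55% in size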
# Target sequence (P08659 whole entry, looked up): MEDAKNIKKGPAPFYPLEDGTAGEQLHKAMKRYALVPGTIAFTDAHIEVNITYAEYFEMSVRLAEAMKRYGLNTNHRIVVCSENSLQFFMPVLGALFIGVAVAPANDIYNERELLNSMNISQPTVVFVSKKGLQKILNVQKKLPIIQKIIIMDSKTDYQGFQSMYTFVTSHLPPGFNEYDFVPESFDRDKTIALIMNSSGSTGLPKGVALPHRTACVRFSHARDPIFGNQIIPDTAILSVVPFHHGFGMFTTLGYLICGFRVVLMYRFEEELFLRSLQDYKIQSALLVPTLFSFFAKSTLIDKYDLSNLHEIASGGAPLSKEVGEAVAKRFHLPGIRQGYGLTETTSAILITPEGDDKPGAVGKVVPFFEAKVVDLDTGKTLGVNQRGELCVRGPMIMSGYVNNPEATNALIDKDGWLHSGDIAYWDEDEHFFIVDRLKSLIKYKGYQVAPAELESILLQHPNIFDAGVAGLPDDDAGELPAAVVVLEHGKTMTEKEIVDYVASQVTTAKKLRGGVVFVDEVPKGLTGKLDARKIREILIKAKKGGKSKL
#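 Purified P. pyralis luciferase (10nM final) with 10uM D-luciferin and 10uM ATP (Km levels) in 50mM Tris acetate pH 7.5, 10mM Mg acetate, 0.01% Tween-20, 0.05% BSA; qHTS 6-point titration, ~60 µM downward; luminescence read.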
# ELG1 genotox – qHTS screen for small molecules that induce genotoxicity in human embryonic kidney (HEK293T) cells expressing luciferase-tagged ELG1; AID 504466, 2011; HEK293T ELG1-luciferase reporter, luminescence, 16 h; Potency, µM (series often up to 46 µM), for inactives: top-dose activity change, positive = activation, usual class: activators; 330,000 tested, 1.3% active; note: potency is the fitted concentration of half-maximal effect; % of control where 0% means no effect; nearly all actives have a fitted effect of over 60% in size
#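 HEK293T cells expressing luciferase-tagged ELG1 were treated with compound or DMSO for 16 hr at 37°C. Luciferase activity was then read after 30 min with ONE-Glo at room temperature; rising signal flags genetic stress.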
# Rab9 prom act – qHTS Assay for Rab9 Promoter Activators | Potency, µM (series often up to 9.22 µM), for the others: at the highest dose activation, negative = inhibition, actives largely listed as activators | AID 485297, 2010 | 320,000 tested, 2.8% active | Huh7 Rab9 promoter-luciferase reporter, luminescence, 24 h; note: potency is the fitted concentration of half-maximal effect; % of control where 0% means no effect; nearly all actives have a fitted effect of over 60% in size
#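 Huh7 cells stably carrying a Rab9 promoter-luciferase reporter, 1500 cells per well in OP-MEM I with 10% FBS, treated with compound 24 hours at 37C. Luciferase activity read by luminescence after 10 minutes with Amplite reagent.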
# NPC1 promoter act – qHTS Assay for NPC1 Promoter Activators; Huh7 NPC1 promoter luciferase reporter, 24 h; Potency, µM (doses to about 9.22 µM), inactives show at the highest dose activation, usual class: activators; 320,000 tested, 2.4% active;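 note: potency is the fitted concentration of half-maximal effect; % of control where 0% means no effect; nearly all actives have a fitted effect of over 60% in size; reporter is driven by a mutant NPC1 promoter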
#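 Cells: Huh7 expressing luciferase under the NPC1 promoter, 1500/well. Seeded 2 h, compound added, incubated 24 h at 37 °C. Luciferase reagent, 10 min ambient, then luminescence.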
# VP16 counter – VP16 counterscreen qHTS for inhibitors of ROR gamma transcriptional activity; Drosophila S2 Gal4-VP16 UAS-luciferase, luminescence, 20 h; Potency, µM (doses to about 53.6 µM), for the others: at the highest dose activity, negative = inhibition, usual class: inhibitors; 310,000 tested, 3.5% active;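 note: Gal4-VP16 expression switched on by copper sulfate through the metallothionein promoter; potency is the fitted concentration of half-maximal effect; % is set by controls: 0 for no effect and ±100 for the full control effect; nearly all actives have a fitted effect of over 50% in size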
# * hit, by the source's call; u = inconclusive; x = not tested or not shown; & = joins results of further samples; [ ] = another dose, or the depositor's remark. Unless noted, calls come from the whole dose curve; as a rule, active = well fitted curve in the direction sought with a large enough effect; inconclusive = small, poorly fitted or top-dose-only effect, or another doubt; inactive = no such curve, though single readings can be large; an effect the other way counts as inactive or inconclusive. Random draw from the library. Share with any hit: about 14%.
SMILES,uPA surface inh,KCNH2 3.1 block,Tb PFK block,RORgamma inh,Giardia kill,Coupling enz,FLuc counter,ELG1 genotox,Rab9 prom act,NPC1 promoter act,VP16 counter
Nc1cccc(Oc2ccc3c(c2)C(=O)N(CC2CCCO2)C3=O)c1 (stereo not given),12.7%,-16.0,0.0%,u,-23.4,2.3,23.9µM*,15.0%,1µM*,1.58µM*,-11.2%
O=C(c1ccccc1)N1CCN(c2ncnc3sc4c(c23)CCC4)CC1,-0.4%,-3.3,-6.4%,-52.3%,8.8,13.1,1.6%,-10.1%,-20.1%,-3.9%,u
COc1ccc(C(=O)C2CCCN(C(=O)C3CCOCC3)C2)c(C)c1 (stereo not given),9.8%,-7.7,-0.6%,18.7%,-14.0,1.2,4.0%,2.1%,-4.5%,-2.3%,-18.3%
CNC(=O)CSc1nnc(COc2ccc(Cl)cc2)n1CCOC,x,8.5,0.9%,-10.4%,-0.6,0.2,0.1%,3.0%,3.6%,0.7%,-6.2%
O=C(NC(=O)N1CCN(c2cccc(Cl)c2)CC1)c1ccc(Cl)cc1,-3.0%,0.1,-2.5%,15.8µM*,-1.2,x,-0.8%,4.0%,-3.2%,-3.5%,u
CCOC(=O)N1CCN(C(=S)NCCOC)CC1,1.7%,x,0.9%,-19.1%,-15.7,2.9,0.4%,2.1%,13.1%,-0.7%,3.5%
Cn1nnnc1SCC(=O)c1cccs1,4.1%,5.6,-10.9%,u,-8.3,4.4,0.4%,-1.0%,11.7%,0.9%,u
Cc1cccc(C)c1NC(=S)N(Cc1ccccc1)Cc1cccs1,2.0%,-4.9,-1.1%,7.08µM*,7.0,0.0,-8.7%,-3.5%,-13.4%,-7.7%,-14.4%[10 µM]
O=C1CCC(c2ccccc2)(C2CCN(Cc3ccccc3)CC2)C(=O)N1 (stereo not given),8.9%,-10.4,-5.9%,-20.0%,7.4,x,0.5%,-6.3%,-5.1%,-2.3%,-6.4%
CCOC(=O)CNS(=O)(=O)c1ccc(C(=O)O)cc1,4.8%,3.7,2.7%,-8.7%,6.7,2.8,7.2%,2.3%,-8.7%,0.5%,-2.3%
Cc1cc(=O)oc2cc(OS(C)(=O)=O)ccc12,-11.9%,7.6,0.6%&-6.4%,-2.4%&-3.2%,38.0[activator],0.0&0.6,5.9%&0.0%,3.6%&-3.0%,3.2%&-2.1%,-1.4%&-2.3%,-12.5%&-6.4%
COC(=O)c1cc(S(=O)(=O)N2CCOCC2)c(N2CCOCC2)cc1N1CCOCC1,-0.3%,5.2,-7.3%,9.2%,14.2,-3.6,7.5%,1.2%,-4.6%,0.0%,0.1%
C1CCc2nc3c(nc2C1)CCCC3,3.7%,1.8,-9.9%,-11.3%,-13.2,3.0,-0.8%,0.3%,-2.7%,1.6%,1.0%
O=C(Nc1ccc(Cl)cc1)Nc1ccccn1,0.4%,1.5,-0.2%,36.5%,-0.7,2.2,5.36µM*,u,2.24µM*,2.82µM*,-1.0%
O=C(Cc1ccccc1)NCC(=O)OCc1cccc([N+](=O)[O-])c1,6.6%,1.7,1.5%,-3.7%,-6.4,-0.6,1.9%,5.4%,1.5%,-1.5%,-4.5%
Cn1c(-c2ccccc2)c(CCO)c2ccccc21,3.0%,-0.1,-5.2%,u,28.4,-5.6,-0.3%,1.0%,-1.3%,-2.5%,-7.9%
O=C(NCCCCc1ccccc1)c1ccccc1Cl,1.3%,9.0,0.9%,17.6%,-16.5,1.5,-19.1%,11.6%,13.2%,2.4%,22.5%
CCCc1cc(=O)oc2c(C)c(O[C@@H]3O[C@H](CO)[C@@H](O)[C@H](O)[C@H]3O)ccc12,-0.1%,9.2,0.1%,-10.4%,-6.6,0.4,2.0%,-11.7%,3.9%,7.6%,1.4%
COc1cc(O)c(C(CCN2CCCCC2)c2ccc(N(C)C)cc2)c(OC)c1 (stereo not given),-18.6%,x,1.6%,u,-21.8&33.7,-2.4&2.5,1.3%,2.2%,-8.1%,-3.3%,2.3%&-1.4%
COc1ccc(N(CC(=O)NC2CC3CCC2C3)S(=O)(=O)c2ccccc2)cc1OC (stereo not given),0.5%,0.7,-5.6%,-1.2%,26.7,0.8,0.2%,-1.0%,-1.9%,1.9%,-1.5%
O=C(COC(=O)C1=COCCO1)Nc1ccc(Oc2ccccc2)cc1,-3.0%,-3.6,1.8%,60.9%,-9.4,-1.3,-2.8%,2.0%,0.9%,0.9%,21.8%
COC(=O)c1sccc1NC(=O)CC1C(=O)NCCN1C(=O)Nc1ccccc1 (stereo not given),3.7%,-0.4,-1.6%,13.4%,21.2,-1.7,3.5%,-0.1%,-3.8%,1.6%,-10.4%
CC(C)CNC(=O)c1cc(S(=O)(=O)N2CCOCC2)ccc1N1CCCC1,3.5%,6.4,1.1%,-19.1%,-2.9,x,3.6%,0.5%,7.1%,1.2%,6.9%
COc1ccc(CCc2nnc(NS(C)(=O)=O)s2)cc1,-2.0%,24.7,0.2%,31.0%,-8.4,5.5,4.1%,-3.5%,-5.6%,2.8%,-3.6%
Cc1ccc(S(=O)(=O)N2CCCC2CNC(=O)c2ccc3c(c2)OCO3)cc1 (stereo not given),-1.6%,-4.0,-10.9%,x,20.9,x,u,-0.7%,1.2%,-0.3%,x
# Continuation:
SMILES,uPA surface inh,KCNH2 3.1 block,Tb PFK block,RORgamma inh,Giardia kill,Coupling enz,FLuc counter,ELG1 genotox,Rab9 prom act,NPC1 promoter act,VP16 counter
COCCn1c(SCc2ccc(C(=O)OC)o2)nc2cc(Cl)ccc2c1=O,u,3.1,-2.7%,23.5%,-21.4,-2.6,-1.2%,-1.4%,3.55µM*,0.7%,2.4%
COc1ccccc1NS(=O)(=O)c1ccc2c(c1)NC(=O)CC(=O)N2,4.8%,0.7,0.0%,6.1%,3.4,x,0.2%,-0.8%,1.7%,-1.5%,0.7%
Cc1cc(C(=O)N/N=C/c2ccc(-c3cccc(Cl)c3)o2)n[nH]1,-0.5%,-8.0,-5.5%,-38.4%,-17.2,-3.6,-4.9%,8.7%,-1.6%,6.6%,-20.7%
O=C(CSc1nnc(C2CC2)n1-c1ccccc1)N1CCCC1,0.3%,6.9,-4.4%,x,-6.9,x,x,-1.0%,x,x,x
CCCCCOc1ccc(/C=c2\sc3ncnn3c2=O)cc1,x,x,1.0%,10.2%[10 µM],x,1.1,8.0%,-5.4%,-6.4%,2.1%,0.6%
C=CC[C@H]1Cc2c(cccc2[N+](=O)[O-])[C@H](CC=C)N1,-1.9%,-2.8,-7.8%,21.8%,-7.3,1.3,-1.1%,-14.7%,4.3%,-3.4%,-5.4%
COC(=O)c1cccc(C(=O)Oc2cccc(Br)c2)n1,-2.6%,-11.5,-1.1%,6.2%,-24.3,3.6,-3.9%,0.4%,0.9%,-4.1%,-2.3%
CCCCOCC(O)CCc1n[nH]c(=S)n1-c1ccccc1 (stereo not given),4.7%,-4.4,-7.0%,-44.6%,-22.8,6.5,-2.2%,0.7%,-1.1%,4.0%,-5.6%
CCN(c1ccccc1C)S(=O)(=O)c1cc2c3c(c1)CCC(=O)N3CCC2,-3.7%,23.5,-6.2%,-23.3%,-12.6,x,-1.1%,-3.3%,-3.1%,-5.6%,-3.3%
CC(=O)N1c2ccc(S(=O)(=O)N3CCC(C(=O)N4CCN(c5cc(Cl)ccc5C)CC4)CC3)cc2CC1C (stereo not given),-14.6%,-6.9,-4.6%,11.9%,4.0,x,-1.5%,-13.0%,-4.9%,-5.9%,0.4%
COc1cccc(/C=c2\sc3nc(-c4cccs4)nn3c2=O)c1OC,4.8%,8.5,2.2%,5.6%,4.2,3.9,8.49µM*,1.8%,-3.0%,0.0%,10.1%
CC(=O)c1sc(NC(=O)c2cccs2)nc1C,-20.1%,-12.4,-1.5%,u,-8.2,1.4,9.53µM*,13.9%,u,28.5%,16.8%

# Full records as entered above. Order of screens: uPA surface inh | KCNH2 3.1 block | Tb PFK block | RORgamma inh | Giardia kill | Coupling enz | FLuc counter | ELG1 genotox | Rab9 prom act | NPC1 promoter act | VP16 counter
# `O=C(CSc1nnc(C2CC2)n1-c1ccccc1)N1CCCC1` is listed with 0.3% | 6.9 | -4.4% | x | -6.9 | x | x | -1.0% | x | x | x
# `CCCCCOc1ccc(/C=c2\sc3ncnn3c2=O)cc1` is listed with x | x | 1.0% | 10.2%[10 µM] | x | 1.1 | 8.0% | -5.4% | -6.4% | 2.1% | 0.6%
